PME-1 inh: PME-1 inhibitors via competitive probe labeling, primary screen, biochemical, fluorescence polarization, FP-Rh probe, HTS. recombinant PME-1. actives 0.53% (n = 320,000). AID 2130, 2009. inhibition, % at 5.9 µM. Protein phosphatase methylesterase 1 (Homo sapiens), Q9Y570;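 active = inhibition above the campaign mean of all compounds plus 3 SD, cut at about 26% in these data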;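 note: competitive labeling of PME-1 active site by serine hydrolase directed probe; 0% = PME-1 with DMSO and 100% = wells lacking PME-1 enzyme; inhibitors block probe labeling so polarization falls and inhibition rises; many of its hits are not listed in these tables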
Target sequence (Q9Y570 whole entry, looked up): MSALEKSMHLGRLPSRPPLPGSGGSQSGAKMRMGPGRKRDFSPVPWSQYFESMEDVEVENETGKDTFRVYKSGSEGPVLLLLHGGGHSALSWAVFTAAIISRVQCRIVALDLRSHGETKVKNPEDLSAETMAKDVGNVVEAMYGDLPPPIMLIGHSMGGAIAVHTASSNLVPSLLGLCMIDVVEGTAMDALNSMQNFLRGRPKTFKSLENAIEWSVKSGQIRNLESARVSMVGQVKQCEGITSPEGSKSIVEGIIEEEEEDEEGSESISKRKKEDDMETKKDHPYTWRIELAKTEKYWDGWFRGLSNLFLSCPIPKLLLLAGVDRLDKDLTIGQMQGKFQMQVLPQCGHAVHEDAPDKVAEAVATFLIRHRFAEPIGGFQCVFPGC
GLD-1 TGE inh: GLD-1/TGE RNA complex disruptors, primary screen, biochemical, fluorescence polarization | purified GLD-1 + fluorescein TGE RNA | actives 0.44% (n = 320,000) | inhibition, % at 5.96 µM | AID 2280, 2010 | Female germline-specific tumor suppressor gld-1 (Caenorhabditis elegans), Q17339;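 active = percent inhibition above a per-plate cutoff, the plate mean of test compounds plus 3 SD, cut at about 30% in these data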;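 note: 0% = DMSO wells with GLD-1 and probe and 100% = wells lacking GLD-1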
Bcl-xL primary: inhibitors of human Bcl-xL, primary screen, biochemical, fluorescence polarization, HTS; Bcl-2-like protein 1 (Homo sapiens), Q07817; GST-Bcl-xL / FITC-Bim BH3 peptide fluorescence polarization; inhibition, % at 10.9 µM; actives 0.7% (n = 320,000); AID 2129, 2009;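 active = inhibition above the mean of all tested compounds plus 3 SD, cutoff set per campaign, cut at about 30% in these data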;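 note: 0% = DMSO wells and 100% = unlabeled Bim-BH3 peptide competitor; inhibitors lower millipolarization by displacing the labeled peptide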
MCL1 BIM primary: inhibitors of MCL1 binding to BIM-BH3, primary screen, biochemical, fluorescence polarization; actives 0.68% (n = 320,000); AID 2057, 2009; GST-MCL1 / FITC-Bim-BH3 fluorescence polarization; inhibition, % at 10.9 µM;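 active = inhibition above the mean inhibition of all tested compounds plus 3 SD, set per campaign, cut at about 40% in these data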;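 note: 0% = DMSO wells and 100% = unlabeled Bim-BH3 peptide control; higher means more loss of mP so more displacement of Bim peptide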
Fam108B inh: mouse Fam108B serine hydrolase inhibitors, primary screen, counter-screen for RBBP9 inhibitor project, biochemical, fluorescence polarization. actives 0.33% (n = 300,000). AID 1947, 2009. recombinant Fam108B, FP-Rh probe fluorescence polarization. inhibition, % at 9.51 µM;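 active = inhibition above the screen mean inhibition plus 3 SD, computed separately per campaign, cut at about 18% in these data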;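 note: inhibitors lower polarization as less probe binds the enzyme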
MEX-5 binding: MEX-5 zinc finger RNA-binding disruptors – biochemical, C. elegans, fluorescence polarization, MLPCN library, primary screen; Zinc finger protein mex-5 (Caenorhabditis elegans), Q9XUB2; MEX-5/FITC-TCR2 RNA binding; stronger effect = lower value; activity score (negative = inhibition of binding), % at 10 µM; actives 0.38% (n = 300,000);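 active = inhibition past about -25% in most replicates, and total fluorescence under double the plate's negative control median, limit read from the data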;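 note: 0% = DMSO and -100% = 5 µM competing unlabeled TCR2 RNA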
Target sequence (Q9XUB2 whole entry, looked up): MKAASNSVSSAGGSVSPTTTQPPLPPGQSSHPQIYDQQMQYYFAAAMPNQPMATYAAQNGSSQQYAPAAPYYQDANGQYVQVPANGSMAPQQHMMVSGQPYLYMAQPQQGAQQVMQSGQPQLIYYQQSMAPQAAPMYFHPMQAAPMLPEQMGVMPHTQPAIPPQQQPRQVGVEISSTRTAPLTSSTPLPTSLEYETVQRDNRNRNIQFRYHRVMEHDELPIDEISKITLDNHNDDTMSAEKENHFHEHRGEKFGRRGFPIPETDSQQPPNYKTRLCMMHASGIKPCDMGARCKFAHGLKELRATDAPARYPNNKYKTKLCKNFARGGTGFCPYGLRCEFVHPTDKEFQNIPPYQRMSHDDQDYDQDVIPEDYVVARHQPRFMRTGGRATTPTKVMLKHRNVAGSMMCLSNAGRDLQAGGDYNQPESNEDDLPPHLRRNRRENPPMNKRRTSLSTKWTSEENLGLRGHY
TPT1 inhibitor: Candida albicans TPT1 enzyme inhibitors, primary screen, biochemical, fluorescence polarization; tRNA 2'-phosphotransferase TPT1 (Candida albicans SC5314); recombinant caTPT1, FP RNA substrate dephosphorylation; inhibition, % at 5 µM; actives 0.81% (n = 300,000); AID 1962, 2009;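 active = inhibition above the mean of all tested compounds plus 3 SD, set per screening campaign, cut at about 24% in these data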;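 note: plate controls were DMSO alone for no effect and ferristatin control at 100 nM for full effect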
GSTO1 counter: inhibitors of recombinant GSTO1, primary screen, counter-screen for RBBP9 inhibitor project, biochemical, fluorescence polarization. Glutathione S-transferase omega-1 (Homo sapiens), P78417. activity-based probe fluorescence polarization. inhibition, % at 5.96 µM. actives 1.1% (n = 300,000). AID 1974, 2009;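 active = inhibition above the campaign mean inhibition plus 3 SD, cut at about 35% in these data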;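 note: 0% = GSTO1-1 with DMSO and 100% = wells lacking GSTO1-1 enzyme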
Target sequence (P78417 whole entry, looked up): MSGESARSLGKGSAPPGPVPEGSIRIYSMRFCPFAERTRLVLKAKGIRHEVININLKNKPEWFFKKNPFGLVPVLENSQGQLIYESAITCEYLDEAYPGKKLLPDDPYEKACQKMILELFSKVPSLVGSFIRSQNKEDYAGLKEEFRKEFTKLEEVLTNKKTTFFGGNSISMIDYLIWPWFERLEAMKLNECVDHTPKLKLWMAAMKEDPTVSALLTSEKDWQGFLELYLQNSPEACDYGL
PAD4 FP inh: human PAD4 inhibitors, primary screen, biochemical, fluorescence polarization, 1536-well format. Protein-arginine deiminase type-4 (Homo sapiens), Q9UM07. recombinant PAD4, RCA probe fluorescence polarization. inhibition, % at 6.36 µM. actives 0.41% (n = 330,000). AID 485272, 2010;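 active = percent inhibition above a cutoff equal to the mean of all tested compounds plus 3 SD, cut at about 15% in these data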;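 note: 0% = PAD4 with RCA probe and DMSO and 100% = probe without PAD4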
* = called active by the depositor; x = not tested or not shown. The list is partial; rates above refer to the full screens.

SMILES | PME-1 inh | GLD-1 TGE inh | Bcl-xL primary | MCL1 BIM primary | Fam108B inh | MEX-5 binding | TPT1 inhibitor | GSTO1 counter | PAD4 FP inh
CC(=O)c1cccc(NC(=O)C(C)OC(=O)CCN=C2NS(=O)(=O)c3ccccc32)c1 (stereo not drawn) | -6.9 | -1.9 | -1.6 | 0.6 | -3.9 | 0.1 | 3.4 | 6.2 | -14.3
COc1ccc(OCC(=O)Nc2c(C(=O)N3CCN(C)CC3)oc3ccccc23)cc1 | -7.0 | -2.6 | 2.7 | 5.6 | 1.9 | 1.7 | 0.1 | 2.1 | -1.9
C=CCn1c(SCc2c(C)noc2C)nc2sc(C)c(C)c2c1=O | 1.3 | -1.2 | -4.4 | 2.9 | 4.5 | 10.2 | 0.9 | -2.3 | -2.5
C=CCN(c1nc(C)cc(OC)n1)S(=O)(=O)c1ccccc1 | 6.3 | 2.7 | 2.2 | 3.3 | 1.7 | 0.8 | -4.0 | -2.0 | 0.1
CCCCCCC(=O)NCC(=O)OCC(=O)c1ccccc1 | 0.6 | 0.0 | 6.8 | 7.9 | -1.6 | 1.7 | 1.9 | 6.0 | -1.8
CC(=O)N1c2c(cc(Br)cc2S(=O)(=O)NCC2COc3ccccc3O2)CC1C (stereo not drawn) | -1.6 | -3.4 | -0.2 | -3.0 | 4.1 | -0.6 | -3.0 | 0.4 | -1.0
COC(=O)C1SCC2C(=O)N(Cc3ccc(F)cc3)CC(=O)N21 (stereo not drawn) | 6.1 | 8.2 | 8.9 | 8.2 | 5.9 | 1.2 | -2.6 | 5.5 | 1.6
C=CCc1cccc2cc(C(=O)N3CCOCC3)c(=O)oc12 | -5.4 | -0.9 | -0.9 | 2.0 | 2.9 | 0.2 | 0.8 | 10.6 | -0.1
O=C(NC(NNc1ccc([N+](=O)[O-])cc1)(C(F)(F)F)C(F)(F)F)c1ccc(Cl)cc1 | -16.6 | 2.6 | 1.2 | 3.5 | -7.0 | 3.0 | -1.1 | 12.2 | 2.0
COc1ccc(NC2=C(C(C)=O)C(c3ccc(OC)cc3)C(C(C)=O)C(C)(O)C2)cc1 (stereo not drawn) | 0.8 | -0.3 | 4.7 | 1.4 | 0.8 | -0.4 | -4.6 | 2.1 | -1.7
COc1cc(CNc2ccc(CNc3ncn[nH]3)cc2)ccc1OCC(=O)NC(C)(C)C | 1.9 | -7.0 | 0.2 | -5.2 | 0.6 | -1.9 | 1.4 | -0.2 | -2.9
Cc1ccc(S(=O)(=O)N2CCN(Cc3cccnc3)CC2)cc1 | 4.8 | -6.5 | 2.9 | -0.7 | 3.0 | -0.6 | 0.7 | 0.0 | -5.1
CC1CCCN(c2ccc(C(=O)Nc3ccc4c(c3)OCO4)cc2[N+](=O)[O-])C1 (stereo not drawn) | 13.6 | 7.2 | 2.4 | -12.2 | 17.8 | -1.1 | -2.6 | -5.5 | 1.2
CCN(CC)S(=O)(=O)c1cccc(-c2nnc(SC(C)C(=O)NCCC3=CCCCC3)o2)c1 (stereo not drawn) | 12.8 | -0.9 | 1.4 | -5.3 | 2.6 | -2.2 | -1.2 | -0.6 | -3.2
O=C1NCCN(Cc2ccc(-c3ccccc3)cc2)C1CC(=O)N1CCN(CCO)CC1 (stereo not drawn) | -7.2 | 14.6 | 18.8 | 18.5 | -0.1 | -6.1 | -12.5 | -4.0 | -2.4
O=C(COC(=O)C1CCCCC1)Nc1ccc(S(=O)(=O)N2CCOCC2)cc1 | 1.3 | 2.1 | 7.5 | 7.2 | -1.1 | -0.2 | 1.5 | -3.4 | 0.1
O=C(NCC1COc2ccccc2O1)c1ccc(NC(=O)C2CCCO2)cc1 (stereo not drawn) | 0.6 | 1.8 | 2.4 | -3.1 | -2.3 | x | -3.6 | -4.8 | -1.0
CN1CCN(C(=O)/C(=C/c2ccc([N+](=O)[O-])cc2)NC(=O)c2ccccc2)CC1 | 4.8 | 10.0 | 0.7 | -1.0 | 1.4 | 2.2 | -0.6 | 1.1 | -3.5
COc1cccc(-c2noc(C3CCCN(C(=O)Cc4ccccc4)C3)n2)c1 (stereo not drawn) | 3.6 | -0.6 | 4.5 | -1.0 | -4.1 | 2.8 | -0.9 | 0.9 | -4.8
N#Cc1ccccc1OCCCN1CCC(Cc2ccccc2)CC1 | 1.9 | -9.7 | 1.6 | 5.8 | 2.0 | -1.0 | -2.8 | 1.0 | -2.3
Cn1cccc1/C=N/NC(=O)c1ccncc1 | -3.2 | 2.0 | 6.4 | 4.0 | -1.4 | -3.2 | -2.7 | -0.3 | -0.9
O=C(CN1C(=O)C(=O)N(Cc2ccccc2)C1=O)Nc1cc(Cl)cc(Cl)c1 | -7.1 | -2.7 | -2.0 | 1.3 | -1.0 | -2.1 | -3.0 | 6.0 | -4.1
CC(=O)Nc1ccc(S(=O)(=O)NCCC(=O)NNC(=O)c2ccccc2O)cc1 | -7.5 | 0.1 | 2.9 | 4.1 | x | x | x | x | -14.5
CC(NC(=O)OC(C)(C)C)C(=O)NC(CCC(=O)OCc1ccccc1)C(N)=O (stereo not drawn) | -4.9 | 9.3 | 2.9 | 4.4 | 4.9 | -0.3 | 0.3 | 10.3 | -1.6
O=[N+]([O-])CC(c1ccccc1)c1c[nH]c2ccccc12 (stereo not drawn) | -6.2 | 0.3 | -1.0 | -3.3 | 0.8 | -1.0 | -2.9 | -3.6 | 1.4
COc1ccc(NC(=O)Cn2nc(C(=O)O)c3ccccc3c2=O)cc1Cl | 1.4 | 6.4 | 3.2 | 3.7 | -4.7 | 0.0 | -2.5 | 6.8 | 3.9
Cc1ccc(-c2nc(CS(=O)CC(=O)NC(C)CCc3ccccc3)c(C)o2)cc1 (stereo not drawn) | -5.0 | -1.0 | 2.4 | -2.0 | 2.6 | -2.9 | 4.4 | 8.9 | 3.7
NC(=O)NC(=O)COC(=O)CNS(=O)(=O)c1ccc(F)c(F)c1F | -3.4 | 1.4 | -3.9 | -6.6 | 1.1 | 0.5 | -0.1 | 0.8 | 1.4
Cc1ccc(C(=O)C(C)OC(=O)c2ccc(Cl)nc2)cc1 (stereo not drawn) | 4.3 | -0.1 | -6.3 | -7.0 | 4.2 | 1.4 | 1.5 | 3.8 | -6.4
CC(=O)n1cc(N(C(=O)CCl)c2ccc(C)cc2)c2ccccc21 | -1.5 | 1.4 | 2.6 | 4.3 | -1.2 | -1.0 | -1.9 | 69.7* | 12.5
CCOC(=O)C1=C(c2ccccc2)NC(=S)NC1c1ccc(C)c([N+](=O)[O-])c1 (stereo not drawn) | 14.8 | -0.7 | 4.7 | 8.9 | 2.4 | -0.5 | 2.4 | -4.7 | -2.6
Cc1cc(=O)[nH]c(SCc2cccc3cccnc23)n1 | -3.5 | 7.2 | -3.2 | -1.7 | -2.9 | -2.4 | 2.2 | -0.4 | -1.3
CSC1=NNC(c2ccc(C(C)(C)C)cc2)=NN1 | 3.4 | 10.0 | -1.1 | 3.1 | -2.4 | 1.9 | -2.2 | -6.1 | 3.2
C=C(C)CN1C(=O)C(=O)N(CC(=C)C)C1=O | -6.8 | -1.3 | 6.7 | 2.3 | -2.0 | 0.7 | -0.6 | 7.4 | -1.5
O=c1c2c(-c3ccc([N+](=O)[O-])cc3)csc2nc2n1CCCCC2 | 4.2 | 0.7 | 5.0 | 4.0 | 5.6 | -2.0 | 3.4 | -0.3 | -2.0
CCOC(=O)C1(Cc2ccccc2Cl)CCN(C(=O)CCn2ccnc2C)CC1 | -6.1 | 0.3 | 9.1 | -0.3 | 4.9 | 2.5 | -3.5 | 5.8 | -1.8

A second format for three compounds above:
The line under a structure holds: PME-1 inh | GLD-1 TGE inh | Bcl-xL primary | MCL1 BIM primary | Fam108B inh | MEX-5 binding | TPT1 inhibitor | GSTO1 counter | PAD4 FP inh
- C=CCN(c1nc(C)cc(OC)n1)S(=O)(=O)c1ccccc1
    6.3 | 2.7 | 2.2 | 3.3 | 1.7 | 0.8 | -4.0 | -2.0 | 0.1
- O=C(NC(NNc1ccc([N+](=O)[O-])cc1)(C(F)(F)F)C(F)(F)F)c1ccc(Cl)cc1
    -16.6 | 2.6 | 1.2 | 3.5 | -7.0 | 3.0 | -1.1 | 12.2 | 2.0
- C=CCn1c(SCc2c(C)noc2C)nc2sc(C)c(C)c2c1=O
    1.3 | -1.2 | -4.4 | 2.9 | 4.5 | 10.2 | 0.9 | -2.3 | -2.5

(continued)
SMILES | PME-1 inh | GLD-1 TGE inh | Bcl-xL primary | MCL1 BIM primary | Fam108B inh | MEX-5 binding | TPT1 inhibitor | GSTO1 counter | PAD4 FP inh
COc1ccc(C(=O)NCCN2CCOCC2)cc1S(=O)(=O)Nc1ccc(C)cc1 | -2.1 | 5.7 | 0.3 | 0.5 | x | x | x | x | 4.4
Cn1c(CSCc2ccc(F)cc2)nnc1SCC(=O)N1CCN(c2ccccc2)CC1 | 1.4 | 8.7 | 6.2 | 9.2 | 0.8 | -3.6 | -3.3 | 14.7 | 0.3
CC(C)=C1C2CCC1C1C(=O)N(c3nc(-c4ccc(C(C)C)cc4)c(C)s3)C(=O)C21 (stereo not drawn) | -3.7 | -6.1 | 4.8 | 4.6 | 1.9 | 3.1 | 2.5 | -14.5 | -2.2
CCC(C)(C)C1CCc2[nH]nc(C(=O)NCc3ccc(OC)cc3)c2C1 (stereo not drawn) | 1.7 | 4.4 | 1.4 | 6.4 | -2.8 | x | -5.7 | -8.7 | -0.6
COCCCNC(=O)CN(c1cccc(Cl)c1)S(C)(=O)=O | -4.0 | -5.6 | -5.2 | -6.4 | -3.7 | 1.5 | -3.0 | 3.2 | -1.8
COC(=O)c1ccccc1NC(=O)N1CCc2ccc(NC(=O)c3ccccn3)cc2C1 | -0.2 | 8.5 | 3.2 | 3.1 | -11.3 | -3.2 | 3.6 | -5.6 | -1.1
CN1CCCC(n2nc(Cc3ccc(Cl)cc3)c3ccccc3c2=O)CC1 (stereo not drawn) | -6.0 | -1.5 | 7.0 | 1.4 | 1.5 | 0.7 | -5.0 | 7.1 | 0.8
CCn1c2ccccc2c(=O)c2ccccc21 | -1.2 | 8.0 | -17.3 | -13.0 | -2.9 | -28.1* | -3.3 | -3.3 | 1.4
O=C(Nc1nc2ccsc2c(=O)s1)c1ccc(F)cc1Cl | 2.8 | 6.2 | 27.5 | -1.2 | -2.8 | -1.2 | -2.6 | 4.4 | -2.2
COc1ccc(C(=O)NCC(=O)OCC(=O)Nc2ccc(C)c(S(=O)(=O)N(C)C)c2)cc1OC | 1.7 | 4.4 | 0.6 | 0.7 | -3.0 | -2.6 | -1.9 | 19.8 | -2.4
CN(C(=O)c1cccc(C(=O)N(C)c2ccccc2)c1)c1ccccc1 | -1.9 | 0.1 | 0.8 | 2.0 | 2.4 | -0.3 | 0.4 | 0.5 | -0.3
